Assay outcomes (PubChem BioAssay)
PfM18AAP inh: blocks P. falciparum M18 aspartyl aminopeptidase; actives 1.2% (n = 290,000); inhibition, % at 7.35 µM; recombinant PfM18AAP, H-Glu-NHMec fluorogenic cleavage;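 active means inhibition above the campaign mean inhibition over all tested compounds plus 3 SD, cut at about 28% in these data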;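 further: 0% = plate median of test compound wells and 100% = 2 mM ZnCl2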
pCIP destab: p/CIP protein destabilization. Q05BA5. F442A p/CIP-EGFP cells, EGFP fluorescence, 16 h. decrease of EGFP signal, % at 10 µM. actives 0.01% (n = 290,000). AID 1984;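 active means EGFP signal decrease of at least 30% at 10 µM or well 3 SD below plate mean, unless failing retest; inactive means the rest, including hits failing retest or dose response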; further: some compounds called inactive have numbers as strong as hits; many of its hits are not listed in these tables
Target sequence (Q05BA5 1-1403): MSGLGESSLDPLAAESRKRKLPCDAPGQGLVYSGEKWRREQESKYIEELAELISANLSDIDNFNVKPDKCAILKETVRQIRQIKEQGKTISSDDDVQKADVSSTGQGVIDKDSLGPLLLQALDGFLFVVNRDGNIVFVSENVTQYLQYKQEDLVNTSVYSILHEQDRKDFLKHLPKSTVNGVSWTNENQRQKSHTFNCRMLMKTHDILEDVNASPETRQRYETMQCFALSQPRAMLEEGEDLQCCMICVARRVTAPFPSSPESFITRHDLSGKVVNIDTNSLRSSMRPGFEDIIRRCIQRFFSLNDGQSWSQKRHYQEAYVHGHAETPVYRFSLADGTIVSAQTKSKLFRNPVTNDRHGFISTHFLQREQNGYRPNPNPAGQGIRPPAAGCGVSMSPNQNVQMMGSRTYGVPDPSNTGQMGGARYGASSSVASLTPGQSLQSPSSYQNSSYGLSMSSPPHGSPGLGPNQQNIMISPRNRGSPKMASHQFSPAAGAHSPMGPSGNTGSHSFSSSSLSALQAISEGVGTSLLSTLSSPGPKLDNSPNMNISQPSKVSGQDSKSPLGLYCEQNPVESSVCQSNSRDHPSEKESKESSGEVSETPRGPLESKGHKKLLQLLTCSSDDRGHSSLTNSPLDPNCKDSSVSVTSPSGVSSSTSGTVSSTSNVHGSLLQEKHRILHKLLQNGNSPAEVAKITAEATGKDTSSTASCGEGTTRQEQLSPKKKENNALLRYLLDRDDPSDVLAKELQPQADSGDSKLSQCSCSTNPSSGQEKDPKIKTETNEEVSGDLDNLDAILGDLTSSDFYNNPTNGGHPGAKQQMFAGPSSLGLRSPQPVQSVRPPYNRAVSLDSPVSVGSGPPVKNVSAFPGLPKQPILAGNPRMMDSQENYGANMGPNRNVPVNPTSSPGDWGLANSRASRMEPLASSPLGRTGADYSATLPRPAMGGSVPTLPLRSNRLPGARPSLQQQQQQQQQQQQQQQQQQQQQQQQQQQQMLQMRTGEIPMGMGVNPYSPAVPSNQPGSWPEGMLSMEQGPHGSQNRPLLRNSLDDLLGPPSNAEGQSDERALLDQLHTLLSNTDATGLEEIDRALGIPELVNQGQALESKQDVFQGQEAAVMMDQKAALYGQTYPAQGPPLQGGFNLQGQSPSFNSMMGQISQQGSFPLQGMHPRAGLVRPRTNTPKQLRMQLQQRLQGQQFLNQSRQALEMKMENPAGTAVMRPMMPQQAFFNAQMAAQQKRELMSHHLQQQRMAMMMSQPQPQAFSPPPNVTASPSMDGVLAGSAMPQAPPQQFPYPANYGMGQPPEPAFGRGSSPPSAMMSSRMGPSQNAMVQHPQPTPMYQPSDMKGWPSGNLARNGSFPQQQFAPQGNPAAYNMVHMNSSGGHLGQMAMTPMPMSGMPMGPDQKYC
IMP-1 inh: blocks Pseudomonas aeruginosa IMP-1 metallo-beta-lactamase; inhibition, % at 5.6 µM; AID 1556; actives 0.45% (n = 290,000); purified IMP-1, nitrocefin hydrolysis, epi-absorbance fluorescence;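 active means inhibition above the mean plus 3 SD of all compounds in the same screening run, cut at about 4.5% in these data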;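 further: 0% = IMP-1 with DMSO and 100% = DMSO wells lacking enzyme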
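Material – recombinant IMP-1 enzyme, purified · Amount – IMP-1 0.2 nM before substrate addition · Medium – HEPES buffer pH 7.1 with ZnSO4 and Brij 35 · Timing – 25 °C, 15 min preincubation, 25 min reaction · Measured by – plate fluorescence quenching by hydrolysis product, ex 480/em 530 nm · Read-out – percent enzyme inhibition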
PHOSPHO1 block: inhibitors of human PHOSPHO1 phosphatase | Q8TCT1 | recombinant PHOSPHO1, absorbance phosphatase assay | inhibition, % at 13.3 µM | actives 1.1% (n = 290,000) | AID 1565; in the data active means inhibition above about 60%
IDE cell activ: activators of human insulin-degrading enzyme in cells | P14735 | HEK cells, FAbeta-B cleavage, fluorescence polarization; 0% vehicle, 100% cell-free pure enzyme wells | activation, % at 5.96 µM | actives 0.073% (n = 340,000);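 active means activation above the mean of all tested compounds plus 3 SD, set per screening campaign, cut at about 17% in these data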
NALP1 yeast inh: blocks the NALP1 inflammasome reconstituted in yeast; S. cerevisiae NALP1/ASC/caspase-1 growth, X-gal OD620, 72 h; inhibition, % at 10 µM; actives 0.61% (n = 280,000); AID 2071; in the data active means inhibition mostly above about 24%, no sharp cut-off; inactive means mostly below about 32%; further: some compounds called inactive have numbers as strong as hits
VIM-2 inhibitor: blocks Pseudomonas aeruginosa VIM-2 metallo-beta-lactamase | purified VIM-2, nitrocefin hydrolysis, epi-absorbance fluorescence | inhibition, % at 5.6 µM | actives 0.89% (n = 290,000);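 active means inhibition above the mean of all tested compounds plus 3 SD, cutoff set per screening run, cut at about 7.5% in these data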;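 further: red hydrolysis product quenches plate fluorescence so inhibitors raise well fluorescence; 0% = enzyme with DMSO and 100% = DMSO without enzyme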
IDE cell inh: inhibitors of human insulin-degrading enzyme in cells; P14735; HEK cells, FAbetaB cleavage, fluorescence polarization; inhibition, % at 5.59 µM; actives 0.41% (n = 320,000); AID 434962;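 active means percent inhibition above the average of all tested compounds plus 3 SD, set per screening campaign, cut at about 16% in these data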;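 further: IDE supplied by intact live HEK cells; FP after avidin binding of uncleaved biotin substrate so inhibition keeps polarization high; 0% = DMSO wells and 100% = 60 µM reference IDE inhibitor Ii1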
GPR7 antag: human neuropeptides B/W receptor 1 antagonism | AID 1861 | inhibition, % at 4.4 µM | actives 1.1% (n = 290,000) | GPR7-expressing cells, fluorescence antagonist assay; in the data active means inhibition above about 16%, passing the limit was not always enough;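 further: cells stimulated with the agonist NPW; 0% = agonist with vehicle and 100% = vehicle without agonist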
Starred values were filed as active, the others as inactive; · = not tested or not shown.

SMILES | PfM18AAP inh | pCIP destab | IMP-1 inh | PHOSPHO1 block | IDE cell activ | NALP1 yeast inh | VIM-2 inhibitor | IDE cell inh | GPR7 antag
Cc1ccc2[nH]c(=O)c(CN(C)S(=O)(=O)c3cccc4nonc34)cc2c1 | 0 | -10 | 0.1 | 10 | 0 | -6 | -0.5 | 6 | 2
CN(C)CCCN1C(=O)C(=O)/C(=C(/O)c2ccc3c(c2)OCO3)C1c1ccco1 (stereo not drawn) | -5 | · | -5.6 | · | · | · | -1.5 | · | -4
COc1ccc(CNC(=O)CCOc2ccc(C(C)(C)C)cc2)cc1 | 7 | -1 | 0.1 | 17 | 0 | -7 | -6.2 | 3 | 1
O=C(CSc1nc2ccccc2s1)Nc1ccc(N2CCOCC2)c(Cl)c1 | -1 | -9 | -2.4 | -2 | -10 | 37 | -1.3 | 2 | 5
CCCC1(C)SC(NC(C)=O)=NN1C(C)=O (stereo not drawn) | 0 | -13 | -2.2 | 21 | 1 | 16 | -0.9 | 3 | -3
O=S(=O)(c1ccc(Br)s1)N1CCNCC1 | 1 | 1 | -2.2 | 38 | -1 | · | -0.2 | -2 | 1
COc1ccc2oc(=O)c(C(=O)NCc3cccnc3)cc2c1 | -6 | -15 | -4.5 | -17 | -5 | 19 | 0.9 | 3 | -11
O=C(OCC(=O)N1CCc2ccccc2C1)c1cc(=O)[nH]c2ccccc12 | -5 | 4 | -3.2 | 20 | 7 | · | -1.6 | -2 | -9
Cc1ccc(-n2c(SCc3nnc4n3CCC4)nnc2-c2ccccc2)cc1 | -14 | 3 | -1.1 | 40 | -2 | 2 | 1.2 | -1 | 6
CC(C)n1c(N2CCCC2)nc2c1c(=O)[nH]c(=O)n2C | -4 | -3 | -0.7 | 38 | -3 | -64 | 0.6 | 3 | -23
Cc1cc(N2CCOCC2)ccc1/C=C1\SC(=O)N(C(C)C)C1=O | 4 | -6 | -3.1 | 38 | -4 | 4 | 0.0 | 9 | -20
Clc1ccccc1OCCCOc1cccc2cccnc12 | -2 | -12 | -3.8 | 14 | 3 | 6 | -4.2 | 3 | -8
Cc1cc(Nc2ccccc2)n(CCOC(=O)COc2ccccc2)n1 | -14 | -6 | -1.2 | 1 | 1 | 9 | -2.2 | 2 | 7
O=C(O)CN(c1ccc(F)cc1)S(=O)(=O)c1ccc2c(c1)OCCO2 | -1 | -13 | -5.3 | 21 | 2 | -8 | -5.8 | -2 | 3
Cc1ccc(NC(Cc2cc(C)no2)c2ccccc2)cc1 (stereo not drawn) | 1 | -9 | 0.7 | -13 | 2 | 35 | 0.5 | -7 | 40*
N#Cc1c(-c2ccco2)cc(C2CC2)nc1N | -1 | -20 | -3.1 | 10 | 1 | 0 | -1.9 | -5 | -5
COCCCNC(=O)c1ccc(N2CCOCC2)c(NS(=O)(=O)c2ccc(OC)cc2)c1 | -10 | 2 | -4.0 | 13 | 5 | 7 | -3.1 | 1 | -3
COc1ccc(C(=O)NCc2cnn(C)c2C)cc1OC1CCN(C(C)C)CC1 | 2 | -4 | -1.9 | 23 | 2 | 11 | -2.0 | 3 | -3
CCCOc1ccc(S(=O)(=O)NNC(=O)c2cc3ccccc3o2)cc1 | 9 | 7 | -0.2 | 9 | 3 | 25 | 0.4 | 0 | -4
COC(=O)C1=C(CS(=O)(=O)c2ccc(C)cc2)NC(=O)NC1c1ccc(OC)c(OC)c1 (stereo not drawn) | 0 | 9 | 0.1 | 12 | 8 | 20 | -2.1 | -2 | -2
CSc1ccc(/C=C2\C(=N)N3N=C(CC(=O)N4CCCCC4)SC3=NC2=O)cc1 | 4 | -5 | -1.3 | 18 | 3 | 4 | 3.2 | 4 | 0
COC(CNC(=O)c1ccc(Cn2c(=S)[nH]c3cc4c(cc3c2=O)OCO4)cc1)OC | 2 | -2 | -2.5 | 79* | 1 | -2 | -0.6 | 6 | 2
CNCCC1Sc2ccccc2Oc2ccccc21 (stereo not drawn) | 7 | -1 | -2.1 | 27 | -2 | -27 | -2.0 | 0 | 12
COCCN(Cc1cc2cc(C)ccc2n2nnnc12)C(=S)Nc1cccc(C)c1 | 2 | 3 | -2.0 | 22 | 2 | 29 | -1.4 | -3 | -4
COc1ccc(NC(=O)CSc2nnc3n2CCCCC3)cc1 | 2 | -5 | -0.6 | 46 | -6 | 1 | -1.2 | 1 | -12
COc1ccc(NC(=O)COC(=O)CCCC2=NS(=O)(=O)c3ccccc3N2)cc1 | 0 | 0 | -1.7 | 37 | -2 | -1 | -2.4 | -4 | -10
N#Cc1cccc(NC(=O)C2SC(=Nc3ccccc3)C(C(=O)N3CCOCC3)=C2N)c1 (stereo not drawn) | 3 | -7 | -1.5 | 6 | -2 | 14 | -1.4 | 9 | -6
Cn1ncc2c(N3CCN(c4ccccc4F)CC3)ncnc21 | -13 | -9 | 2.1 | 11 | 2 | -4 | 2.9 | 3 | -4
COc1ccc(OCCSc2nc3ccccc3n2CC(=O)O)cc1 | 14 | -7 | -3.6 | 7 | 1 | -10 | -5.9 | -4 | 0
CCC1CCc2c(sc(N)c2C(N)=O)C1 (stereo not drawn) | 23 | · | -2.9 | · | -2 | · | -5.0 | 3 | -1

Fetched one by one from the list above, 2 records:
SMILES | PfM18AAP inh | pCIP destab | IMP-1 inh | PHOSPHO1 block | IDE cell activ | NALP1 yeast inh | VIM-2 inhibitor | IDE cell inh | GPR7 antag
Cn1ncc2c(N3CCN(c4ccccc4F)CC3)ncnc21 | -13 | -9 | 2.1 | 11 | 2 | -4 | 2.9 | 3 | -4
COC(CNC(=O)c1ccc(Cn2c(=S)[nH]c3cc4c(cc3c2=O)OCO4)cc1)OC | 2 | -2 | -2.5 | 79* | 1 | -2 | -0.6 | 6 | 2

Going on with the list.
SMILES | PfM18AAP inh | pCIP destab | IMP-1 inh | PHOSPHO1 block | IDE cell activ | NALP1 yeast inh | VIM-2 inhibitor | IDE cell inh | GPR7 antag
S=C(Nc1ccccc1)Nc1nc2ccccc2n1CCOc1ccc(Cl)cc1 | -11 | 2 | -0.4 | -10 | -25 | 12 | -2.0 | 13 | 1
O=C(NNS(=O)(=O)c1ccccc1F)c1cccc(S(=O)(=O)N2CCOCC2)c1 | 13 | 8 | -3.2 | 4 | 5 | · | -0.5 | -2 | -1
CC(C)c1ccc(NC(=O)c2cccnc2)cc1 | 2 | 6 | -1.8 | 17 | -5 | 22 | -4.7 | -3 | -8
CCOC(=O)c1ccc(NC(=S)N(CCCN(CC)CC)Cc2ccco2)cc1 | 8 | 0 | -3.3 | -18 | 6 | 18 | -5.2 | 3 | 0
CCOc1ccc(-c2cc(N3C(=O)Nc4ccccc4N3O)n[nH]2)cc1 | 1 | 0 | -5.4 | 52 | -3 | -4 | -4.6 | -3 | 0
C/C(=N\NC(=S)Nc1ccccc1)C1Cc2ccccc2C(=O)O1 (stereo not drawn) | 8 | 4 | -1.5 | 13 | · | · | 1.0 | 7 | -15
CCCCc1nc(NCCN)c(C#N)c2c1CSC(C)(C)C2 | 3 | 1 | -1.7 | 2 | 3 | 5 | -2.5 | -1 | 11
Cn1nc(C(=O)Oc2cc(=O)n(C)c3ccccc23)c2ccccc2c1=O | 1 | -1 | -1.0 | 43 | 5 | -6 | -2.0 | 5 | -5
COCCN(CCOC)S(=O)(=O)c1ccc(C(=O)Nc2ccncc2)cc1 | 4 | 0 | -1.0 | · | 1 | -3 | -0.8 | · | 3
Cc1ccc(-c2csc3ncn(C(C)C(=O)O)c(=O)c23)cc1 (stereo not drawn) | 3 | -6 | -3.8 | 19 | -3 | -4 | -3.1 | 5 | -14
O=S(=O)(c1ccc(F)cc1)N1CCN(c2ccccn2)CC1 | -5 | 5 | -2.9 | 32 | 5 | 6 | -3.6 | 0 | -9
Cc1cccc(C(=O)NC2CCCCCCC2)c1 | 6 | -3 | -3.3 | 36 | 5 | -3 | -2.0 | 1 | -14
O=C1C2CCCCN2C(=O)N1CCCCN1CCN(c2ccc([N+](=O)[O-])cc2)CC1 (stereo not drawn) | -3 | 4 | -4.1 | 1 | 9 | · | -7.0 | 7 | -1
CCOC(=O)/C(C#N)=C1\SS/C(=C(/C#N)C(=O)OCC)S1 | 18 | -8 | -2.3 | 20 | · | 80* | -1.8 | 12 | 7
Cn1c(C(=O)NCCc2ccsc2)cc2c(=O)n(C)c3ccccc3c21 | -3 | -6 | -2.5 | 11 | -5 | -9 | 4.6 | 4 | -14
C=CCN1CCc2nc(N)sc2CC1 | 4 | 3 | -2.1 | 1 | 4 | 19 | -2.6 | · | 8
COc1cccc(NC(=O)CC2COc3ccccc3O2)c1 (stereo not drawn) | -4 | -18 | -3.0 | 5 | 1 | -2 | -3.6 | 6 | 2
CCOc1cc(C)c(S(=O)(=O)NCc2ccccn2)cc1C | -4 | -2 | -0.9 | 3 | 4 | 17 | -0.5 | 1 | 3
COCC(=O)N1CCC(Oc2ccc(C(=O)NCCc3ccncc3)cc2)CC1 | -2 | -9 | -2.4 | 37 | -2 | 5 | -0.7 | -1 | -3
CCn1c(=O)c2c(nc(SCC(=O)NC3CCCC3)n2C)n(C)c1=O | 0 | -13 | -3.4 | 39 | 6 | 20 | -0.4 | -10 | 2
S=c1[nH]nc(-c2ccc(Cl)cc2Cl)n1-c1ccc2c(c1)OCCO2 | 7 | -8 | -5.1 | 12 | -2 | -81 | 9.2* | 2 | -8
Cc1cc(C)c2c(NC(=S)Nc3ccccc3)n[nH]c2n1 | -13 | -14 | -2.3 | 28 | 6 | -16 | -4.3 | 9 | 2
NC(=O)CC(NC(=O)c1ccccc1)c1ccc(NCC2CC2)c([N+](=O)[O-])c1 (stereo not drawn) | · | -8 | · | 39 | 1 | · | · | 4 | ·
CC(C)C(=O)Nc1cccc(NC(=O)c2cc3ccccc3o2)c1 | 2 | -12 | -2.7 | 0 | 7 | · | -3.3 | 2 | -11
COc1ccc(C2CC2C(C)=O)cc1 (stereo not drawn) | 5 | 11 | -2.9 | 53 | -6 | -6 | -1.8 | 2 | -13
CC(=O)Nc1ccccc1OCC(=O)c1ccc2c(c1)OCO2 | 1 | -6 | -1.8 | 0 | 11 | 20 | -2.0 | -7 | 2
COc1ccc(NC(=O)CN(CC(=O)Nc2ccc(OC)cc2)C(C)(C)CO)cc1 | -1 | -6 | -2.5 | 42 | 1 | -21 | -1.5 | 4 | 1
CC(NC(=O)c1noc2c1CCCC2)c1ccccc1 (stereo not drawn) | 0 | 5 | -3.0 | 2 | 4 | 4 | -1.3 | 3 | -4
CNC(=O)c1c(NC(=O)c2cc(-c3cc(C)c(C)cc3O)n[nH]2)sc2c1CCCC2 | 5 | 12 | -1.0 | -5 | · | · | -1.7 | -1 | 2
CC(O)CNc1nc2ccccc2n1CC(=O)NCC(F)(F)F (stereo not drawn) | -3 | -8 | -1.6 | 73* | 3 | 5 | -0.5 | 0 | -6

Single records, from the list above. Order of screens: PfM18AAP inh, pCIP destab, IMP-1 inh, PHOSPHO1 block, IDE cell activ, NALP1 yeast inh, VIM-2 inhibitor, IDE cell inh, GPR7 antag
`CC(O)CNc1nc2ccccc2n1CC(=O)NCC(F)(F)F` (stereo not drawn) is listed with -3, -8, -1.6, 73*, 3, 5, -0.5, 0, -6
`Cc1ccc(-c2csc3ncn(C(C)C(=O)O)c(=O)c23)cc1` (stereo not drawn) is listed with 3, -6, -3.8, 19, -3, -4, -3.1, 5, -14
`C=CCN1CCc2nc(N)sc2CC1` is listed with 4, 3, -2.1, 1, 4, 19, -2.6, ·, 8
